Source: PubChem BioAssay
Imprint erasure: qHTS Assay for Compounds that Induce Erasure of Genomic Imprints. mouse ES Peg3-LacZ reporter, beta-gal luminescence, 40 h. 110,000 tested, 0.02% active. AID 1948, 2009. Potency, µM (highest dose often 60.7 µM), for the others: at the top dose activity change, positive = activation, most hits filed as activators;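 note: 0% = negative control wells on the plate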
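Gelatin-coated wells received 300 freshly trypsinized female ES cells with a Peg3LacZ-Neo reporter on the maternal allele, then incubated 40 hours at 37C. BetaGlo was added for 5 minutes at room temperature before a single luminescence read.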
p53ts 32C tox: qHTS Screen for Compounds that Selectively Target Cancer Cells with p53 Mutations: Cytotoxicity of p53ts Cells at the Permissive Temperature. H1299-p53A138V at 32C, ATP luminescence viability, 24 h. Potency, µM (series often up to 46.1 µM), for inactives: top-dose activity change, negative = cytotoxicity, most hits filed as cytotoxic. 130,000 tested, 0.93% active;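 note: 0% = DMSO and -100% = full killing by reference compound; nearly all actives have a fitted effect of over 55% in size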
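Cells: H1299 p53ts (A138V), 600/well, pre-incubated 16–30 h at 37C. Cpd up to 46 uM, 24 h, 32C. Readout: ATPlite luminescence, 20 min RT. Normalization: DMSO vs tamoxifen 100 uM. AC50 by Hill equation.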
p53ts 39C kill: qHTS Screen for Compounds that Selectively Target Cancer Cells with p53 Mutations: Cytotoxicity of p53ts Cells at the Nonpermissive Temperature. H1299-p53A138V viability at 39C, ATP luminescence, 24 h. Potency, µM (doses to about 46.1 µM), inactives show at the top dose activity change, negative = cell killing, usual class: cytotoxic. 130,000 tested, 1.5% active. AID 902, 2007; note: nearly all actives have a fitted effect of over 55% in size
IkB sig inh: IkB Signaling | 110,000 tested, 0.04% active | Potency, µM (top dose mostly 57.1 µM), for inactives: at the top dose IkBa stabilization activation | ABC-DLBCL IkBa-CBG/CBR dual luciferase ratio, 4 h; response scale: scaled: untreated 0%, proteasome inhibitor 100%; active = well fitted curve in the direction sought with a large enough effect in the signal ratio, not every such curve was filed as active; inconclusive = small, poorly fitted or top-dose-only effect, or a change in a side signal; the % refers to the signal ratio;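 note: the direction sought is a rising ratio; 0% = basal untreated cells and 100% = reference inhibitor full response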
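Luminescence ratio of IκBα-fused green versus native red beetle luciferase in OCI-Ly3 cells, 4 h post-doxycycline with compound; red signal alone, scaled from basal (0%) to zero light (-100%), flagged nonspecific or cytotoxic effects.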
The depositor's hits bear a star; [ ] = another dose, or the depositor's remark. Unless noted, calls come from the whole dose curve; as a rule, active = well fitted curve in the direction sought with a large enough effect; inconclusive = small, poorly fitted or top-dose-only effect, or another doubt; inactive = no such curve, though single readings can be large; an effect the other way counts as inactive or inconclusive. Unless noted, % is set by controls: 0 for no effect and ±100 for the full control effect; potency is the fitted concentration of half-maximal effect.

NCC(O)COCCC12CC3CC(CC(C3)C1)C2 (stereo unspecified) was read as Imprint erasure -19%, p53ts 32C tox -8%, p53ts 39C kill -23% and IkB sig inh -1.6%.
For CCOc1ccc(-n2nc(CO)c(C(=O)NCC(C)O)n2)cc1 (stereo unspecified) the results were Imprint erasure -14%[10.9 µM], p53ts 32C tox -6%, p53ts 39C kill -26% and IkB sig inh -0.5%.
CN(C)c1ccc(/C(=N\O)C(F)(F)F)cc1 was read as Imprint erasure -9%, p53ts 32C tox 3%, p53ts 39C kill 2% and IkB sig inh -0.2%.
`CCC(=O)N1CCc2cc(S(=O)(=O)NC(C(=O)NCc3ccccc3)C(C)C)ccc21` (stereo unspecified) gave Imprint erasure -8%, p53ts 32C tox -2%, p53ts 39C kill 1% and IkB sig inh 1.4%.
For CCN(CCO)C(=O)C12CCC(C)(C(=O)C1)C2(C)C (stereo unspecified) the results were Imprint erasure -3%, p53ts 32C tox 1%, p53ts 39C kill 13% and IkB sig inh 0.7%.
CC(=O)Nc1nc(C)nc(C)c1C(C)=O was read as Imprint erasure -4%, p53ts 32C tox 0%, p53ts 39C kill 10% and IkB sig inh -0.6%.
Screening Cc1ccc(C)c(N2CCN(S(=O)(=O)c3ccc(-c4cc(C(F)(F)F)on4)s3)CC2)c1 returned Imprint erasure -5%[10.9 µM], p53ts 32C tox 2%, p53ts 39C kill -9% and IkB sig inh 0.9%.
For Cc1ccc2nc(COc3ccccc3NC(=O)c3ccccc3C)cc(=O)n2c1 the results were Imprint erasure -7%[10.9 µM], p53ts 32C tox 4%, p53ts 39C kill 8% and IkB sig inh inconclusive.
`CCCCCN(C(=O)NC(=O)Nn1cnnc1)S(C)(=O)=O` gave Imprint erasure 1%, p53ts 32C tox -1%, p53ts 39C kill 1% and IkB sig inh 0.0%.
Cc1ccccc1-c1ccc(=O)n(CC(=O)Nc2ccc(N3CCOCC3)cc2)n1 was read as Imprint erasure -7%, p53ts 32C tox 0%, p53ts 39C kill 0% and IkB sig inh -0.4%.

Structures listed so far that contain fluorine:
CN(C)c1ccc(/C(=N\O)C(F)(F)F)cc1 was read as Imprint erasure -9%, p53ts 32C tox 3%, p53ts 39C kill 2% and IkB sig inh -0.2%.
Screening Cc1ccc(C)c(N2CCN(S(=O)(=O)c3ccc(-c4cc(C(F)(F)F)on4)s3)CC2)c1 returned Imprint erasure -5%[10.9 µM], p53ts 32C tox 2%, p53ts 39C kill -9% and IkB sig inh 0.9%.

Next compounds follow:
`COc1ccc(N2CCN(Cc3nc4c(c(=O)[nH]c(=O)n4C)n3Cc3ccccc3C)CC2)cc1` gave Imprint erasure -15%[10.9 µM], p53ts 32C tox -1%, p53ts 39C kill 15% and IkB sig inh -0.3%.
`Cc1cccc(Oc2nc3c(c(=O)n(C)c(=O)n3C)n2Cc2ccccc2)c1C` gave Imprint erasure -7%[10.9 µM], p53ts 32C tox 4%, p53ts 39C kill 11% and IkB sig inh inconclusive.
For CCOC(=O)Cn1c(CN2CCOCC2)nc2c1c(=O)n(C)c(=O)n2C the results were Imprint erasure -1%, p53ts 32C tox 8%, p53ts 39C kill 15% and IkB sig inh -1.6%.
`Cc1ccc(CSc2nc3c([nH]c4ccccc43)c(=O)n2C)cc1` gave Imprint erasure inconclusive, p53ts 32C tox -4%, p53ts 39C kill -23% and IkB sig inh -0.4%.
`CCOC(=O)C1CCN(C(=O)CSc2ccc(Cl)cc2)CC1` gave p53ts 32C tox 20% and p53ts 39C kill 3%.
For CC1(C)CC(=O)c2cc(C(=O)Nc3ccc(Br)cc3)c(=O)[nH]c2C1 the results were Imprint erasure -2%[10.9 µM], p53ts 32C tox 7%, p53ts 39C kill -18% and IkB sig inh -3.5%.
Screening O=C1CC(c2ccc(S(=O)(=O)NCc3ccccc3)cc2)CN1 (stereo unspecified) returned Imprint erasure -1%, p53ts 32C tox -2%, p53ts 39C kill 4% and IkB sig inh -0.9%.
For CCCCn1nnnc1NCc1cccs1 the results were Imprint erasure 6%, p53ts 32C tox -8%, p53ts 39C kill 10% and IkB sig inh 0.5%.
`COc1ccc(C)cc1NC(=O)NCc1ccc2c(c1)CCN2C(=O)c1ccccc1` gave Imprint erasure -4%[10.9 µM], p53ts 32C tox -7%, p53ts 39C kill -24% and IkB sig inh inconclusive.
Screening CN(C)CCNc1ncnc2ccccc12 returned Imprint erasure -3%, p53ts 32C tox 5%, p53ts 39C kill 6% and IkB sig inh 0.0%.
Screening CCc1c(C)sc2c1CCN(C(=O)Nc1cc(OC)c(OC)c(OC)c1)C2c1ccccc1 (stereo unspecified) returned Imprint erasure -2%[10.9 µM], p53ts 32C tox 1%, p53ts 39C kill -18% and IkB sig inh inconclusive.
Screening Cc1noc(NS(=O)(=O)c2ccc(NC(=O)c3ccc(Br)cc3)cc2)c1C returned Imprint erasure -10%[10.9 µM], p53ts 32C tox -15%, p53ts 39C kill -14% and IkB sig inh inconclusive.
CC(C)(CO)NCc1ccccc1OCC(=O)Nc1ccccc1 was read as Imprint erasure 11%, p53ts 32C tox -8%, p53ts 39C kill -3% and IkB sig inh 4.7%.
Screening CCc1nc2c(cnn2-c2ccc(C)cc2)c(=O)n1Cc1ccccc1 returned Imprint erasure -9%[10.9 µM], p53ts 32C tox 7%, p53ts 39C kill -9% and IkB sig inh inconclusive.
Screening Cc1cc(C)c2nc(N3CCCC(C(=O)NCc4cccc(Cl)c4)C3)sc2c1 (stereo unspecified) returned Imprint erasure -7%[10.9 µM], p53ts 32C tox -11%, p53ts 39C kill inconclusive and IkB sig inh inconclusive.
`CCN(CC)CCN1C(=O)C(=O)/C(=C(/O)c2ccccc2)C1c1ccccc1F` (stereo unspecified) gave Imprint erasure -9%, p53ts 32C tox -1%, p53ts 39C kill 4% and IkB sig inh -0.3%.
For CC(C)c1ccc(NC(=O)C2CCCCC2C(=O)O)cc1 (stereo unspecified) the results were Imprint erasure -6%, p53ts 32C tox -21%, p53ts 39C kill -6% and IkB sig inh -0.3%.
O=C1Cc2cc(S(=O)(=O)Nc3cccc(C(F)(F)F)c3)cc3c2N1CCC3 was read as Imprint erasure 2%[10.9 µM], p53ts 32C tox -1%, p53ts 39C kill 12% and IkB sig inh inconclusive.
Screening CC(=O)c1ccc(NC(=O)COc2ccccc2-c2nc(-c3cccc(C)c3)no2)cc1 returned Imprint erasure -11%[10.9 µM], p53ts 32C tox -8%, p53ts 39C kill -14% and IkB sig inh 2.1%.
`CCOc1ccc(-n2nc3ccc(NC(=O)COc4ccccc4)cc3n2)cc1` gave Imprint erasure -3%[10.9 µM], p53ts 32C tox -7%, p53ts 39C kill 10% and IkB sig inh -2.5%.
CCOc1ccc(OCC(=O)Nc2ccc(S(=O)(=O)Nc3cc(C)on3)cc2)cc1 was read as Imprint erasure -8%[10.9 µM], p53ts 32C tox -14%, p53ts 39C kill -7% and IkB sig inh inconclusive.
`CCC(=O)Nc1ccc2nc(SCCOc3ccccc3)sc2c1` gave Imprint erasure -11%[10.9 µM], p53ts 32C tox 4%, p53ts 39C kill 1% and IkB sig inh -1.1%.
O=C(CN(Cc1cccs1)C(=O)CNS(=O)(=O)c1ccc(F)cc1)NCc1ccco1 was read as Imprint erasure -4%, p53ts 32C tox 5%, p53ts 39C kill 5% and IkB sig inh 1.7%.
Screening COc1ccc(OCC(=O)NC(Cc2c[nH]c3ccccc23)C(=O)O)cc1 (stereo unspecified) returned Imprint erasure -4%[10.9 µM], p53ts 32C tox -3%, p53ts 39C kill 3% and IkB sig inh 2.5%.
For Cc1ccc(Cl)cc1N1CCN(C(=O)CCC(=O)Nc2ccc3nc(N4CCC(C)CC4)cc(C)c3c2)CC1 the results were Imprint erasure -17%[10.9 µM], p53ts 32C tox 5%, p53ts 39C kill inconclusive and IkB sig inh 0.5%.
Oc1ccccc1-c1nc(/C=C/c2ccccc2)nn1-c1ccccc1 was read as Imprint erasure -4%[10.9 µM], p53ts 32C tox -4%, p53ts 39C kill -14% and IkB sig inh -1.8%.
`CCOC(=O)N1CCN(C(=O)c2ccc3nc(N4CCCCC4)sc3c2)CC1` gave Imprint erasure -26%, p53ts 32C tox -17%, p53ts 39C kill -7% and IkB sig inh -3.1%.
`CCOc1ccc(-c2nnc(SCC(=O)NCc3ccc(C)cc3)nc2-c2ccc(OCC)c(OC)c2)cc1OC` gave Imprint erasure -12%[10.9 µM], p53ts 32C tox 2%, p53ts 39C kill -6% and IkB sig inh -0.5%.
Screening O=C(CS(=O)(=O)c1cn(Cc2ccccc2Cl)c2ccccc12)N1CCOCC1 returned Imprint erasure -7%, p53ts 32C tox -5%, p53ts 39C kill 23% and IkB sig inh -1.0%.
CCOC(=O)C1CCN(CC(O)COc2ccc(C(C)=O)cc2)CC1 (stereo unspecified) was read as Imprint erasure -5%, p53ts 32C tox -5%, p53ts 39C kill -7% and IkB sig inh 0.4%.

The last two entries of the section before open the next one.
Screening O=C(CS(=O)(=O)c1cn(Cc2ccccc2Cl)c2ccccc12)N1CCOCC1 returned Imprint erasure -7%, p53ts 32C tox -5%, p53ts 39C kill 23% and IkB sig inh -1.0%.
CCOC(=O)C1CCN(CC(O)COc2ccc(C(C)=O)cc2)CC1 (stereo unspecified) was read as Imprint erasure -5%, p53ts 32C tox -5%, p53ts 39C kill -7% and IkB sig inh 0.4%.
COc1ccc(OC)c(NC(=O)Cn2c(=O)c3cccn3c3ccccc32)c1 was read as Imprint erasure -9%[10.9 µM], p53ts 32C tox 50%[activator], p53ts 39C kill 7% and IkB sig inh inconclusive.
For CC(C)(CN=C1NS(=O)(=O)c2ccccc21)CNC(=O)CN1C(=O)c2ccccc2C1=O the results were Imprint erasure 5%, p53ts 32C tox 0%, p53ts 39C kill 3% and IkB sig inh -2.2%.
Screening Cc1ccccc1-n1c(=O)cc(N2CCN(C(=O)c3ccco3)CC2)[nH]c1=O returned Imprint erasure -11%, p53ts 32C tox -16%, p53ts 39C kill inconclusive and IkB sig inh -1.1%.
Screening CCC(Sc1nncn2c1cc1sccc12)C(=O)Nc1cccc(OC)c1 (stereo unspecified) returned Imprint erasure -13%[10.9 µM], p53ts 32C tox 8%, p53ts 39C kill -2% and IkB sig inh 6.9%.
For CCOC(=O)c1cnc2c(C)cc(C)cc2c1Nc1ccccc1OCC the results were Imprint erasure -15%[10.9 µM], p53ts 32C tox 11%, p53ts 39C kill 14% and IkB sig inh 3.8%.
`CC(=O)c1cccc(N(CC(=O)Nc2cccnc2)S(C)(=O)=O)c1` gave Imprint erasure -7%, p53ts 32C tox 2%, p53ts 39C kill 1% and IkB sig inh -0.4%.
For Cn1cc(-c2cc3n(n2)CCC(=O)N3CC(=O)NCc2ccc(Cl)cc2)c2ccccc21 the results were Imprint erasure 1%[10.9 µM], p53ts 32C tox -4%, p53ts 39C kill -24% and IkB sig inh -1.6%.
Cc1ccc(C(=O)N(CN2CCCC2=O)c2ccccc2)cc1C was read as Imprint erasure -18%, p53ts 32C tox 3%, p53ts 39C kill -4% and IkB sig inh 0.0%.
Screening Cc1ccccc1C(=O)OCc1cc(=O)n2nc(-c3cccs3)sc2n1 returned Imprint erasure -4%[10.9 µM], p53ts 32C tox -11%, p53ts 39C kill -10% and IkB sig inh -1.4%.
For CCOC(=O)c1cc2c(n(-c3ccccc3)c1=O)CC(C)(C)CC2=O the results were Imprint erasure 1%, p53ts 32C tox -4%, p53ts 39C kill 12% and IkB sig inh -0.3%.
COc1cc(/C=N\Nc2nc3ccccc3o2)cc(OC)c1OC was read as p53ts 32C tox 5% and p53ts 39C kill 13%.
Screening FC(F)(F)c1ccccc1-c1ccc2ncnc(N3CCOCC3)c2c1 returned Imprint erasure -16%, p53ts 32C tox -14%, p53ts 39C kill inconclusive and IkB sig inh 3.0%[11.4 µM].
Screening c1ccc(Cc2nnc(-c3ccccc3)o2)cc1 returned Imprint erasure -30%[inhibitor], p53ts 32C tox -9%, p53ts 39C kill -30% and IkB sig inh inconclusive.
CC(C)Oc1ccc(Cc2c(O)nc(NCCCN(C)C)[nH]c2=O)cc1 was read as p53ts 32C tox -3% and p53ts 39C kill -2%.
